Bim-Mcl-1 = inhibitors of Bim-Mcl-1 interaction, human. 0.1% of 190,000 active. Bead-based flow cytometry, Bim peptide-Mcl-1 binding. Q07820. inhibition, % at 10 µM; in the data active means inhibition above about 40%;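 further: 0% = no compound tracer wells and 100% = peptide blocker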
HRas wt GTP bind = human HRas wildtype GTP binding, change in either direction; P01112; GST-Ras wt beads, Bodipy-FL-GTP binding, flow cytometry; actives lie on both sides; GTP binding activity, % at 10 µM; 0.14% of 190,000 active; AID 759;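 active means GTP binding activity at least 20% away from the 100% baseline, either lowered as inhibitor or raised as activator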;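 further: 0% = unlabeled GTP competition control and 100% = no-compound control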
Target sequence (P01112 whole entry, looked up): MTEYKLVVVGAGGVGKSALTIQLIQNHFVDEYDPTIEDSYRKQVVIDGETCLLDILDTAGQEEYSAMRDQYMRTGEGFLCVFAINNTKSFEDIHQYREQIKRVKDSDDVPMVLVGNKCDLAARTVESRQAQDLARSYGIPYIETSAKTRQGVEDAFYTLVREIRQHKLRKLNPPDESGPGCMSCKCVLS
Mcl1 Bid PPI = disrupts binding of human Mcl-1 to Bid peptide | AID 1021 | Q07820 | inhibition, % at 21.7 µM | 0.97% of 220,000 active | TR-FRET Mcl-1/Bid-Dy647 peptide binding, 1536-well;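 active means compounds that cut the binding signal by more than half at the single screening dose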;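 further: His-tagged Mcl-1 with europium anti-His antibody binding Bid BH3 peptide; 0% = Mcl-1 plus peptide wells and 100% = peptide-only wells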
Rac1 wt GTP bind = human Rac1 wildtype GTP binding, inhibitors and activators. GTP binding activity (% of control), % at 10 µM. 0.27% of 190,000 active. P63000. GST-Rac1 beads, fluorescent GTP binding, flow cytometry; actives lie on both sides; 0 = cold GTP competed, 100 = untreated. AID 757;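 active means GTP binding activity at least 20 points away from the 100% control level, either lower or higher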
Cdc42 wt = human Cdc42 wildtype GTP binding change, either direction. P60953. percent activity (GTP binding), % at 10 µM. GST-Cdc42 beads, Bodipy-GTP binding, flow cytometry; actives lie on both sides. 0.2% of 190,000 active;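 active means percent activity GTP binding at least 20 points away from the 100% baseline, either down as inhibitor or up as activator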;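 further: median bead fluorescence of bound Bodipy-FL-GTP at 100 nM; 0% = excess unlabeled GTP control and 100% = no compound control; below 100% means less GTP binding so inhibitor and above means activator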
Target sequence (P60953 whole entry, looked up): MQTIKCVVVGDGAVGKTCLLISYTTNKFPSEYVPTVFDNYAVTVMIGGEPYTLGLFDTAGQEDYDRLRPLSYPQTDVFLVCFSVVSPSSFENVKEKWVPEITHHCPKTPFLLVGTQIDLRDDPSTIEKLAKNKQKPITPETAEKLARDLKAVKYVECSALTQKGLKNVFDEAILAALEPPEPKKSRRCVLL
Mcl1-Noxa inh = Mcl-1/Noxa interaction inhibition | Q07820 | TR-FRET Mcl-1/Noxa peptide binding, 2 h | inhibition, % at 21.7 µM | 1.5% of 220,000 active | AID 1022;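 active means compounds that cut the protein-peptide binding signal by more than 50% relative to plate controls in a single-dose test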;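 further: His-tagged Mcl-1 with rhodamine Noxa BH3 peptide and terbium anti-His antibody; 0% = Mcl-1 plus Noxa peptide wells and 100% = peptide-only wells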
Rab7 wt modul = dog Rab7 wildtype GTP binding, inhibitors and activators. GST-Rab7 beads, fluorescent GTP binding, flow cytometry; actives lie on both sides; untreated = 100%, excess cold GTP = 0%. 0.055% of 190,000 active. GTP binding activity (percent of control), % at 10 µM;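 active means fluorescent GTP binding to Rab7 beads changed by at least 20 points from the 100% baseline, either direction, mostly lower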;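 further: median green fluorescence of bound Bodipy-FL-GTP per Rab7 bead population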
Rac1 mut GTP = alters GTP binding to activated mutant human Rac1. P63000. GST-Rac1 activated beads, fluorescent GTP binding, flow cytometry; actives lie on both sides; 100% means binding = to untreated wells. percent activity (GTP binding), % at 10 µM. 0.11% of 190,000 active. AID 764;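 active means GTP binding at least 20 percentage points away from the 100% baseline, in either direction, so actives lie on both sides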
Pf gamet viab = kills late stage P. falciparum gametocytes; P. falciparum stage V gametocytes, ATP luminescence, 24 h; inhibition, % at 10.9 µM; 0.065% of 150,000 active;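 active means inhibition above the mean plus 3 SD of compounds within the control limits, set per campaign, cut at about 38% in these data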;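 further: 0% = DMSO wells and 100% = medium only without gametocytes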
RGS8-Gao = human RGS8-Galphao interaction regulation; 0.34% of 220,000 active; multiplexed bead flow cytometry, RGS8-Galphao binding; actives lie on both sides; AID 1423; response (percent of control binding), % at 10 µM; in the data active means response below about 60% or above about 140%; inactive means in between;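 further: Galphao activated as the GDP aluminium fluoride complex binding bead-coupled RGS8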
Target sequence (P09471 whole entry, looked up): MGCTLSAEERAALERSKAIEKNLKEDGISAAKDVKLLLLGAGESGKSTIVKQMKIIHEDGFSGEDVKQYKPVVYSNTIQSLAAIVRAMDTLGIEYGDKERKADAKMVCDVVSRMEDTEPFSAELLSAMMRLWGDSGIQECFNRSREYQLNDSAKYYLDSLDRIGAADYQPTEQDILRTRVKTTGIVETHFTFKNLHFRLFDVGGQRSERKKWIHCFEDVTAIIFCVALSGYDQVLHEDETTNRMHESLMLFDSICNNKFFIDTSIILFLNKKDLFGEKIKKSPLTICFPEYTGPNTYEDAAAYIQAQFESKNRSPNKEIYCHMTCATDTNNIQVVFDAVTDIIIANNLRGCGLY
Rab2 wt GTP = changes GTP binding to wildtype dog Rab2A, up or down; GST-Rab2 wt beads, Bodipy-GTP binding, flow cytometry; GTP binding activity, % at 10 µM; 0.19% of 190,000 active;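 active means GTP binding activity at least 20 points away from 100%, either lowered or raised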;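 further: 0% = beads with excess unlabeled GTP and 100% = no-compound control corrected for plate trend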
* hit, by the source's call; · = no result given.

SMILES | Bim-Mcl-1 | HRas wt GTP bind | Mcl1 Bid PPI | Rac1 wt GTP bind | Cdc42 wt | Mcl1-Noxa inh | Rab7 wt modul | Rac1 mut GTP | Pf gamet viab | RGS8-Gao | Rab2 wt GTP
CCc1nc2ccccc2c(C(=O)OCC(=O)NCc2ccc3c(c2)OCO3)c1C | 0.0 | 96.0 | -0.5 | 96.0 | 92.0 | 2.0 | 96.0 | 97.0 | 1.0 | 100.5 | 97.0
CCOC(=O)C1C(=O)NC(c2ccccc2)=NC1c1ccc(F)cc1 (stereo unspecified) | 0.0 | 98.0 | -7.5 | 101.0 | 97.0 | 12.5 | 95.0 | 97.0 | 4.4 | 101.7 | 95.0
CCN(CC)c1nc2ccccc2n2cnnc12 | 3.0 | 97.0 | -21.3 | 93.0 | 96.0 | 3.8 | 95.0 | 96.0 | 2.7 | 100.7 | 95.0
Cc1cc(C)cc(OCc2ccc(C(=O)O)o2)c1 | 0.0 | 102.0 | -17.1 | 108.0 | 103.0 | 7.2 | 100.0 | 101.0 | · | 98.9 | 102.0
O=C(NC1CCCCCCC1)NC1CCCCC1 | -2.0 | 100.0 | 11.8 | 101.0 | 101.0 | -1.2 | 98.0 | 99.0 | · | 98.6 | 101.0
O=C1C(=O)N(CC2CCCO2)C(c2ccccc2[N+](=O)[O-])/C1=C(/O)c1ccccc1 (stereo unspecified) | 0.0 | 96.0 | -23.0 | 94.0 | 96.0 | 19.7 | 102.0 | 93.0 | 19.1 | 103.4 | 98.0
Cc1cc(C)nc(SC2CCCCC2NS(=O)(=O)c2ccc(Cl)cc2)n1 (stereo unspecified) | 0.0 | 101.0 | -2.6 | 102.0 | 97.0 | 6.9 | 103.0 | 100.0 | · | 111.1 | 101.0
O=C(CSc1nnnn1-c1ccccc1)Nc1ncc(Cc2cccc(Cl)c2Cl)s1 | -2.0 | 99.0 | 4.9 | 102.0 | 102.0 | -5.7 | 94.0 | 99.0 | 9.8 | 102.3 | 99.0
COc1ccccc1N1CCN(C(=O)C(C)N(c2ccccc2)S(C)(=O)=O)CC1 (stereo unspecified) | 0.0 | 99.0 | -13.9 | 100.0 | 98.0 | -1.0 | 100.0 | 98.0 | -3.7 | 100.3 | 99.0
COc1cc(C(=O)N2CCN(C/C=C/c3ccccc3)CC2)cc(OC)c1OC | 0.0 | 104.0 | -8.3 | 106.0 | 103.0 | 17.3 | 100.0 | 102.0 | · | 101.9 | 102.0
CCNC(=S)N(CCc1c(C)[nH]c2ccc(Cl)cc12)Cc1ccco1 | 0.0 | 99.0 | -32.8 | 99.0 | 97.0 | -17.2 | 100.0 | 96.0 | -9.5 | 101.6 | 96.0
CSCCC(NS(=O)(=O)c1ccc(Cl)cc1)C(=O)OCC(=O)NC1CCCCC1 (stereo unspecified) | -3.0 | 104.0 | -23.8 | 104.0 | 104.0 | 18.3 | 105.0 | 97.0 | -0.7 | 101.9 | 102.0

2 compounds from above, showing only RGS8-Gao and Rac1 wt GTP bind.
Compound	RGS8-Gao	Rac1 wt GTP bind
CCc1nc2ccccc2c(C(=O)OCC(=O)NCc2ccc3c(c2)OCO3)c1C	100.5	96.0
COc1ccccc1N1CCN(C(=O)C(C)N(c2ccccc2)S(C)(=O)=O)CC1 (stereo unspecified)	100.3	100.0

Taken from the listing for reference:
SMILES | Bim-Mcl-1 | HRas wt GTP bind | Mcl1 Bid PPI | Rac1 wt GTP bind | Cdc42 wt | Mcl1-Noxa inh | Rab7 wt modul | Rac1 mut GTP | Pf gamet viab | RGS8-Gao | Rab2 wt GTP
Cc1cc(C)cc(OCc2ccc(C(=O)O)o2)c1 | 0.0 | 102.0 | -17.1 | 108.0 | 103.0 | 7.2 | 100.0 | 101.0 | · | 98.9 | 102.0
O=C(NC1CCCCCCC1)NC1CCCCC1 | -2.0 | 100.0 | 11.8 | 101.0 | 101.0 | -1.2 | 98.0 | 99.0 | · | 98.6 | 101.0
O=C1C(=O)N(CC2CCCO2)C(c2ccccc2[N+](=O)[O-])/C1=C(/O)c1ccccc1 (stereo unspecified) | 0.0 | 96.0 | -23.0 | 94.0 | 96.0 | 19.7 | 102.0 | 93.0 | 19.1 | 103.4 | 98.0
Cc1cc(C)nc(SC2CCCCC2NS(=O)(=O)c2ccc(Cl)cc2)n1 (stereo unspecified) | 0.0 | 101.0 | -2.6 | 102.0 | 97.0 | 6.9 | 103.0 | 100.0 | · | 111.1 | 101.0
O=C(CSc1nnnn1-c1ccccc1)Nc1ncc(Cc2cccc(Cl)c2Cl)s1 | -2.0 | 99.0 | 4.9 | 102.0 | 102.0 | -5.7 | 94.0 | 99.0 | 9.8 | 102.3 | 99.0

Remaining list, next part
SMILES | Bim-Mcl-1 | HRas wt GTP bind | Mcl1 Bid PPI | Rac1 wt GTP bind | Cdc42 wt | Mcl1-Noxa inh | Rab7 wt modul | Rac1 mut GTP | Pf gamet viab | RGS8-Gao | Rab2 wt GTP
CCOC(=O)c1nnn(-c2ccc([N+](=O)[O-])cc2[N+](=O)[O-])c1C | -1.0 | 96.0 | -20.3 | 96.0 | 95.0 | 5.5 | 98.0 | 93.0 | 7.8 | 98.9 | 94.0
COC(=O)Cn1c(CCS(=O)(=O)c2ccc(Cl)cc2)nc2ccccc21 | 0.0 | 107.0 | -12.3 | 112.0 | 108.0 | -12.4 | 104.0 | 105.0 | -11.6 | 101.8 | 104.0
Cc1ccc(C(=O)/C=C/c2cn(CN3CCN(C)CC3)c3ccccc23)cc1 | -1.0 | 103.0 | 5.8 | 108.0 | 104.0 | 22.4 | 105.0 | 103.0 | · | 106.5 | 105.0
Cc1ccc(SCCC(=O)Nc2c(C)n(C)n(-c3ccccc3)c2=O)cc1 | 0.0 | 100.0 | -30.9 | 103.0 | 103.0 | 7.4 | 96.0 | 101.0 | -19.8 | 102.0 | 100.0
CCNC(=O)COc1cccc2ccccc12 | -1.0 | 99.0 | -14.5 | 101.0 | 99.0 | 4.5 | 101.0 | 98.0 | -8.9 | 98.8 | 100.0
Cc1ccc(N2CC(C(=O)OCC(=O)Nc3ccccc3F)CC2=O)cc1 (stereo unspecified) | 0.0 | 99.0 | -13.6 | 99.0 | 94.0 | 4.7 | 104.0 | 97.0 | -0.1 | 100.0 | 97.0
S=C(NCC1CCCO1)N1CCN(c2ccccc2)CC1 (stereo unspecified) | 0.0 | 99.0 | -30.2 | 96.0 | 98.0 | 12.4 | 101.0 | 95.0 | · | 98.6 | 100.0
COC(=O)c1cn(-c2ccc(F)cc2)c(=O)c2ccccc12 | 0.0 | 94.0 | -1.8 | 96.0 | 94.0 | 2.8 | 104.0 | 94.0 | -5.5 | 100.6 | 97.0
O=c1c2[nH]c3ccccc3c2ncn1Cc1ccccn1 | 1.0 | 104.0 | -7.2 | 105.0 | 104.0 | 9.2 | 103.0 | 102.0 | · | 102.0 | 101.0
COP(=O)(OC)c1nc(-c2cccc3ccccc23)oc1N1CCOCC1 | -2.0 | 99.0 | 4.7 | 102.0 | 100.0 | 23.9 | 101.0 | 100.0 | · | 98.9 | 98.0
C=CCNC(=O)c1c(N)n(-c2ccc3c(c2)OCO3)c2nc3ccccc3nc12 | 4.0 | 102.0 | -19.7 | 103.0 | 100.0 | 10.0 | 104.0 | 100.0 | · | 102.4 | 100.0
COc1ccc(-c2cc(Nc3ccccc3NC(=O)C(F)(F)F)n(CCC#N)n2)cc1 | -3.0 | 100.0 | -2.9 | 103.0 | 100.0 | -0.6 | 99.0 | 100.0 | -35.3 | 99.9 | 99.0

Screening data as filed in PubChem BioAssay.
